HCMV antiviral – human cytomegalovirus inhibition | HFF cells, HCMV-luciferase reporter, 72 h; active compounds read low | activity change, negative = inhibition, % at 57.5 µM | 4.5% of 410,000 active | AID 1259415; in the data active = activity change below about -60%; inconclusive = no clear call, values can overlap the other calls; inactive = above about -39%
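Two compound doses tested in HFFs infected with HCMV-luciferase, MOI 1 PFU/cell, 72 h at 37C. Lysate luminescence read with OneGlo; data normalized against buffer-only and 10uM Salinomycin inhibitor controls.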
Sm TGR inh – S. mansoni TGR enzyme inhibition; Q962Y6; purified TGR, DTNB reduction, TNB absorbance 405 nm; Potency, µM (top dose mostly 114 µM), for inactives: at the highest dose activity change, negative = inhibition, hits mostly inhibitors; 3% of 360,000 active; note: potency is the fitted concentration of half-maximal effect; nearly all actives have a fitted effect of over 60% in size
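First, TGR (20 nM dispensed) and NADPH were mixed with compound. Second, a 15 min room-temperature incubation followed. Third, further NADPH and then DTNB were added to start the reaction. Finally, TNB absorbance was monitored kinetically.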
AmpC detergent – blocks E. coli AmpC beta-lactamase in detergent assay; Potency, µM (highest dose often 114 µM), for the others: top-dose activity change, negative = inhibition, hits mostly inhibitors; AID 485294; AmpC hydrolysis of nitrocefin, absorbance 480 nm, 0.01% Triton; 0.041% of 370,000 active; P00811;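 note: potency is the fitted concentration of half-maximal effect; 0% = no-compound wells and -100% = no-enzyme wells; nearly all actives have a fitted effect of over 25% in size; some results filed as inactive show a strong effect at the top dose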
Target sequence (P00811 whole entry, looked up): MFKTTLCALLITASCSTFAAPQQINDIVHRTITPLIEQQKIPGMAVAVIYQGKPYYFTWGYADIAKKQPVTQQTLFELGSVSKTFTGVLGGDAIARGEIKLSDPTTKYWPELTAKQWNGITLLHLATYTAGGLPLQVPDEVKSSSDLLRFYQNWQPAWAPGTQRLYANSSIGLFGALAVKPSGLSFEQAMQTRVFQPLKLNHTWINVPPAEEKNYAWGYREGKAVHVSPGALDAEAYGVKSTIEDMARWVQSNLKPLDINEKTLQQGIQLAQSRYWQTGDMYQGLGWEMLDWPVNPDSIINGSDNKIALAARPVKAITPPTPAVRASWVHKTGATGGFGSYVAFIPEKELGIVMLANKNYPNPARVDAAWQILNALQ
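AmpC (5.3 nM in the dispensed reagent) in 20 mM phosphate pH 7.0 with 0.01% (detergent screen) or 0.0001% Triton X-100 was preincubated with compounds for 15 min at room temperature. Nitrocefin was then added from an 800 uM solution, and hydrolysis was followed at 480 nm.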
AmpC no deterg – AmpC beta-lactamase inhibition without detergent | P00811 | AmpC nitrocefin hydrolysis, absorbance 480 nm, 0.0001% Triton | Potency, µM (highest dose often 57.1 µM), for inactives: at the top dose activity change, negative = inhibition, hits mostly inhibitors | 0.52% of 330,000 active;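 note: potency is the fitted concentration of half-maximal effect; plate controls were no compound for no effect and no enzyme for full effect; nearly all actives have a fitted effect of over 20% in size; some results filed as inactive show a strong effect at the top dose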
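20 mM phosphate pH 7.0 + 0.01% (detergent screen) or 0.0001% Triton X-100; 5.3 nM AmpC reagent; cpd preinc 15 min RT; nitrocefin (800 uM stock) to start; A480 q20 s × 4 min; Activity was normalised to no-enzyme and no-compound control wells.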
AMA1 RON2 block – inhibitors of Plasmodium falciparum AMA1-RON2 interaction. AlphaScreen AMA1-biotinylated RON2 peptide binding. Potency, µM (doses to about 58.2 µM), inactives show at the highest dose activity change, negative = inhibition, most hits filed as inhibitors. AID 720542. 0.2% of 360,000 active;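 note: potency is the fitted concentration of half-maximal effect; 0% = vehicle wells and -100% = peptide control; nearly all actives have a fitted effect of over 45% in size; some results filed as inactive show a strong effect at the top dose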
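AMA1 (3D7) with his tag at 25 nM final met compounds first, then biotinylated RON2 peptide at 25 nM; detection used donor plus acceptor beads, 10 µg/mL apiece, read by AlphaScreen after 30 min at room temperature.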
FBPA Giardia inh – blocks Giardia fructose-bisphosphate aldolase activity; 0.71% of 290,000 active; purified Giardia FBPA; AID 2451; A8B2U2; Potency, µM (highest dose often 59.6 µM), for inactives: top-dose activity, negative = inhibition, actives largely listed as inhibitors; note: potency is the fitted concentration of half-maximal effect; nearly all actives have a fitted effect of over 55% in size
Target sequence (A8B2U2 whole entry, looked up): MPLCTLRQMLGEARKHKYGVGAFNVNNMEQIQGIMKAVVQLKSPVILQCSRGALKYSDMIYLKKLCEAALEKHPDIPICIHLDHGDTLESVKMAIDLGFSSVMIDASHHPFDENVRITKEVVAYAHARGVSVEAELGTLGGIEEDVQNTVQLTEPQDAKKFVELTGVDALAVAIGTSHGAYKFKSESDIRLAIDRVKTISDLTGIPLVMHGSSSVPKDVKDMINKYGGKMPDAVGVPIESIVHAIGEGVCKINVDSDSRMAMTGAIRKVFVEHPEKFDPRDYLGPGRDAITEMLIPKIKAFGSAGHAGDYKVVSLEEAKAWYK
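Giardia FBPA (40 nM reagent) was preincubated 10 min at RT with compound (up to 57.5 uM final), then substrate plus GAPDH/TPI/NAD/arsenate coupling system with diaphorase/resazurin was added; resorufin fluorescence (525/598 nm) was read after 20 min.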
Starred values were filed as active, the others as inactive; ? = inconclusive; nt = not tested or not shown; [ ] = another dose, or the depositor's remark. Unless noted, calls come from the whole dose curve; as a rule, active = well fitted curve in the direction sought with a large enough effect; inconclusive = small, poorly fitted or top-dose-only effect, or another doubt; inactive = no such curve, though single readings can be large; an effect the other way counts as inactive or inconclusive. Unless noted, % is set by controls: 0 for no effect and ±100 for the full control effect.

SMILES	HCMV antiviral	Sm TGR inh	AmpC detergent	AmpC no deterg	AMA1 RON2 block	FBPA Giardia inh
Cc1ccc(-n2nc3c(=O)n(CCCC(=O)NCCN4CCN(C)CC4)nc(C)c3c2C)cc1	?	-0.5%	-6.4%	55.4%	6.2%	nt
CCc1sc(C(=O)NCc2cc(C)n(C)n2)cc1Br	29.5	3.6%	3.1%	18.8%	15.0%	-2.6%
Clc1ccc(-c2nnsc2SCc2ccccc2)cc1	1.0	-2.8%	-7.2%	-21.3%	42.9%[activator]	-7.1%
C=CCSc1nc2ccsc2c(=O)n1-c1cccnc1	-23.7	4.7%	1.1%	-15.2%	0.6%	6.2%
Cc1c(C(=O)N2CCCC2)oc2ccc(Br)cc12	6.9	-31.1%	?	27.3%	-11.0%	nt
COc1ccc(NS(=O)(=O)c2cc(NC(=O)c3ccc(S(=O)(=O)N(C)C)cc3)ccc2N2CCOCC2)cc1	?	nt	nt	46.0%	-8.6%	nt
Cc1nn(C(=O)c2c(-c3ccccc3)noc2C)c(C)c1N=Nc1cc(C(F)(F)F)cc(C(F)(F)F)c1	-12.5	-25.2%	1.1%	2.5%	15.9%	9.6%
Cc1ccc(S(=O)(=O)N2CCCN(c3nccc(C(F)(F)F)n3)CC2)cc1	-26.5	-1.3%	-4.0%	77.7%[activator]	1.0%	-1.6%
CCOC(=O)Cn1nnc2c(sc3nc4c(c(-c5ccccc5)c32)CCC4)c1=O	-27.3	-3.3%	4.3%	-16.2%	-0.4%	-1.1%
CCc1ccc(S(=O)(=O)Nc2cc(-c3cn4ccccc4n3)ccc2C)cc1	-3.8	-0.1%	-3.4%	nt	nt	nt
Nc1ccc(C(=O)N2CCN(S(=O)(=O)c3ccc(Cl)cc3)CC2)cc1[N+](=O)[O-]	nt	2.1%	16.5%	22.7%	3.5%	nt
COc1ccccc1N=Nc1c(C)n[nH]c1C	21.5	-9.8%	-3.9%	-6.4%	-3.4%	6.0%
CCc1ccc(OCc2nc(-c3ccccn3)no2)c(Br)c1	23.8	-10.6%	-9.6%	?	1.5%	1.2%
Cc1cccc(N2CCN(C(=O)NCc3ccc(Cl)cc3)CC2)c1	-2.0	-2.0%	-0.7%	-14.1%	-0.7%	2.4%
Cc1ccc(CNC(=O)CCS(=O)(=O)c2ccc3c(c2)NC(=O)C(C)S3)cc1 (stereo unspecified)	-27.8	-11.1%	-13.5%	-3.1%	34.0%[activator]	13.0%
S=C(c1c[nH]c2ccccc12)N1CCOCC1	19.5	nt	-3.8%	-13.5%	23.1%	-7.8%
Cc1cccc(-c2noc(CN(C(=O)C34CC5CC(CC(C5)C3)C4)C(C)C)n2)c1	-6.5	3.9%	-4.7%	?	9.7%	-3.8%
COC(=O)C1CCN(C(=O)COC(=O)c2ccc(=O)n(Cc3ccccc3)n2)CC1	4.6	0.0%	-6.8%	-6.9%	-4.9%	nt
CCN(CC)Cc1c(C(=O)N/N=C/c2ccncc2)nnn1-c1nonc1N	-22.8	-1.0%	?	-6.4%	24.4%	-6.2%
Cc1cc2occ(CC(=O)N(C)CC(=O)Nc3ccc(F)cc3)c2cc1C	9.3	-8.9%	-13.8%	6.9%	1.4%	nt

Single records (already shown).
Results for Cc1nn(C(=O)c2c(-c3ccccc3)noc2C)c(C)c1N=Nc1cc(C(F)(F)F)cc(C(F)(F)F)c1 → HCMV antiviral = -12.5; Sm TGR inh = -25.2%; AmpC detergent = 1.1%; AmpC no deterg = 2.5%; AMA1 RON2 block = 15.9%; FBPA Giardia inh = 9.6%
Results for Nc1ccc(C(=O)N2CCN(S(=O)(=O)c3ccc(Cl)cc3)CC2)cc1[N+](=O)[O-] → HCMV antiviral = nt; Sm TGR inh = 2.1%; AmpC detergent = 16.5%; AmpC no deterg = 22.7%; AMA1 RON2 block = 3.5%; FBPA Giardia inh = nt

Other records
SMILES	HCMV antiviral	Sm TGR inh	AmpC detergent	AmpC no deterg	AMA1 RON2 block	FBPA Giardia inh
O=c1c2sc(-c3ccccc3)cc2nc2n1CCC2	27.0	-4.5%	-9.9%	-7.9%	-6.1%	5.7%
CN(C)S(=O)(=O)N1CCC(Oc2ccc(C(=O)NC3CCOC(C)(C)C3)cc2)CC1 (stereo unspecified)	-22.5	12.5%	0.8%	38.9%	-1.0%	nt
CC1=C(C(=O)Nc2ccccc2C)C(c2ccc(C)o2)NC(=S)N1 (stereo unspecified)	11.6	10.2%	-1.0%	-14.4%	15.6%[2.32 µM]	-7.4%
CCOc1ccccc1CN1CCNC(=O)C1CC(=O)NCCCn1cccn1 (stereo unspecified)	?	?	1.0%	36.6%	28.5%	nt
Cc1ccc(NC(=O)COC(=O)Cn2nc(-c3ccc(F)cc3)oc2=O)cc1C	5.7	nt	nt	14.9%	2.8%	nt
CCOc1cccc2sc(=NC(=O)c3ccco3)n(CC(=O)OC)c12	0.0	-17.1%	0.8%	-21.1%	6.1%	-8.9%
CCCNC(=O)Cc1c(O)c2ccccc2[nH]c1=O	13.6	-26.6%	0.5%	-17.7%	26.9%	-6.5%
COc1ccc(NC(=O)CSc2nc3cc(OC)c(OC)cc3c3nc(-c4ccccc4)nn23)cc1Cl	-2.4	3.3%	6.3%	nt	nt	nt
CN1CCN(C(=O)N2c3ccccc3CCc3ccccc32)CC1	4.6	17.7%	5.4%	21.0%	-6.2%	3.6%
COc1ccc2oc(C(=O)OCC(=O)NC(=O)NC(C)C)c(C)c2c1	-12.3	4.4%	0.3%	-16.6%	-17.1%	2.0%
C[C@H](CO)N1C[C@H](C)[C@H](CN(C)C(=O)Nc2ccc(F)cc2)Oc2c(NC(=O)c3ccc(-c4nccs4)cc3)cccc2C1=O	1.3	nt	nt	206.1%[activator]	2.6%	nt
COc1ccc(-c2nc3c4c(ncn3n2)-c2ccccc2CC42CCCC2)cc1	-9.6	0.0%	-1.3%	-28.0%	1.1%	0.6%
CCOC(=O)C1(CCc2ccccc2)CCN(C(=O)c2cccc(C)n2)CC1	-30.1	-5.8%	3.6%	152.0%[activator]	1.6%	-0.8%
COc1cc(C(=O)NNC(=O)/C=C/c2ccco2)cc(OC)c1OC	0.5	nt	nt	-14.4%	94.6%[activator]	nt
O=C1CN(C(=O)CSc2nnc(Nc3ccccc3)s2)c2ccccc2N1	-24.7	7.2%	4.0%	-24.8%	-5.4%[11.6 µM]	-2.1%
Cc1cc(S(=O)(=O)Nc2ccc(C(=O)NCCCN3CCCC3=O)cc2)ccc1F	-5.8	-10.8%	-12.6%	1.2%	-5.5%	nt
CCOc1ccc(-n2c(=O)c3c(C)c(C)sc3n(CC(=O)N(CC)Cc3ccccc3)c2=O)cc1	5.3	-2.3%	15.5%	nt	nt	nt
CSc1nc(C)[nH]c(=O)c1C#N	5.5	10.1%	-7.8%	99.7%[activator]	-3.7%	-9.8%
CCOC(=O)c1cnc2ccc(C)cc2c1Sc1ccccc1C(=O)OC	-20.6	-33.2%	3.9%	73.8%[activator]	-3.3%	?
CCCCn1c(N)c(N(CCC(C)C)C(=O)C2=NN(c3cc(C)ccc3C)C(=O)CC2)c(=O)[nH]c1=O	6.2	9.0%	-12.6%	-7.8%	-17.6%	nt
CCCOc1ccc(/C=C/C(=O)NC2CCCCC2)cc1	-18.5	-7.0%	-8.5%	-18.0%	4.1%	3.4%
Cc1nc2ccccc2c(=O)n1NC(=O)COc1ccccc1	7.9	19.2%	8.6%	-14.5%	7.6%	-0.5%
Cc1nn(Cc2ccc([N+](=O)[O-])cc2)c(=O)n1-c1ccccc1Cl	59.6	6.8%	?	-4.2%	2.4%	0.1%
Cn1ccnc1Sc1ccc(C(N)=O)cc1[N+](=O)[O-]	?	-10.3%	8.2%	-5.0%	8.5%	2.5%
Cc1oc(-c2cccc(Cl)c2)[n+]([O-])c1C	10.5	?	-4.6%	-6.5%	7.2%	-3.5%
CCOc1ccccc1NC(=O)CSc1nnc2[nH]c(=O)cc(-c3ccccc3)n12	-37.1	-1.0%	-13.9%	nt	nt	nt
CCCCCCn1c(NCC)nc2c1c(=O)n(C)c(=O)n2C	-88.5*	0.8%	-8.5%	39.5%	-0.6%	-9.7%
O=C1NCCc2cc3c(cc21)OCO3	5.4	-15.5%	?	-23.6%	13.4%	-7.2%
COc1ccc(CCNc2ncnc3c2cnn3-c2cc(Cl)ccc2C)cc1	-61.2*	23.7%	10.1%	nt	nt	nt
Cc1ccc(-c2c(C)c(-c3ccc(F)cc3)nc(N)c2C#N)o1	-39.1	28.2µM*	-15.2%	-35.2%	6.6%	-16.1%
O=C(O)c1coc2ccccc12	nt	3.0%	?	-12.5%	-3.1%	7.2%
COc1ccc(NC(=O)c2oc3ccccc3c2C)c(OC)c1	23.4	9.2%	?	-14.2%	-6.6%	-10.7%
O=C1NC2(CCCCC2)N(C(=O)c2ccccc2)C2=C1CCCC2	?	0.2%	-4.8%	-10.1%	-1.5%	2.7%
COc1ccc(OC)c(/C=C/C(=O)OCC(=O)N2C(C)CCCC2C)c1 (stereo unspecified)	-39.2	nt	nt	57.5%	3.0%	nt
Cc1nc2nc(SCC(=O)O)nn2c(C)c1Cc1ccccc1Cl	12.6	-11.1%	0.3%	-12.4%	-7.2%	19.0%
CN1C(=S)SC(/[N+]([O-])=C\c2ccco2)C1(C)C (stereo unspecified)	21.6	-4.1%	3.7%	-17.1%	-4.8%	2.6%
COC(=O)c1cc(=O)nc2sc(-c3ccccc3)nn12	24.2	0.0%	?	-11.0%	-1.5%	-3.0%
COc1ccccc1CNC(=O)CCC1N=C2c3ccccc3N=C(SCC(=O)Nc3ccc(N(C)C)cc3)N2C1=O (stereo unspecified)	44.3	-0.3%	5.4%	nt	nt	nt
CCN(C(=O)COC(=O)CCNS(=O)(=O)c1ccccc1F)c1c(N)n(Cc2ccccc2)c(=O)[nH]c1=O	1.3	nt	nt	-10.8%	-12.6%	nt
CN(C)N1C(N)=C(C#N)C(c2ccccc2)C2=C1CC(C)(C)CC2=O (stereo unspecified)	10.4	-8.3%	-13.3%	-31.0%	7.1%	-27.1%
COc1ccc(CNc2cc([N+](=O)[O-])ccc2OC)cc1	-74.1*	-17.7%	-6.6%	-26.3%	6.4%	-20.8%
O=C(c1cccs1)N(Cc1ccc(F)cc1)C1CCS(=O)(=O)C1 (stereo unspecified)	25.3	8.8%	?	2.3%	5.3%	-3.1%
Cn1nc(C(F)(F)F)cc1-c1ccc(S(N)(=O)=O)s1	-19.0	-6.1%	-4.3%	-19.5%	1.0%	1.7%
COc1ccc(/C=C(/NC(=O)c2ccco2)C(=O)N2CCCCCC2)cc1OC	-17.9	0.1%	2.2%	42.2%	-3.8%	nt
O=C1C=C(c2ccc(O)cc2)C[C@@H](c2ccc(Cl)cc2)C1	-3.8	-5.4%	-6.7%	-12.7%	-2.4%	nt
CCCCCSc1nc2sc3c(c2c(=O)n1-c1ccc(OC)cc1)CCN(C(C)=O)C3	?	-4.1%	-2.2%	nt	nt	nt
